# OPRM1-OPRD1 inv – inverse agonists of human mu-delta opioid receptor heterodimerization | P35372+P41143 | cell-based MOR-DOR heterodimer luminescence, inverse agonism | inhibition, % at 9.3 µM | actives 0.21% (n = 340,000) | AID 504357; in the data active means inhibition above about 22%, passing the limit was not always enough;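 further: 0% = cells with DMSO and 100% = wells without cells with DMSO; values of inactives mirror those of a sister screen read the other way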
# E coli growth – counter-screen for AddAB inhibitors: E. coli growth inhibition; E. coli V3065 growth, OD600 absorbance, 18 h; actives 0.27% (n = 330,000); inhibition, % at 11.9 µM;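 active means inhibition above the campaign's mean inhibition across all tested compounds plus 3 SD, cut at about 9.9% in these data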;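 further: uninfected addAB+ strain grown without phage in ampicillin broth; 0% = DMSO wells and 100% = ciprofloxacin 0.95 µg/ml wells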
# HTR5A ag – counter-screen for OPRM1-OPRD1 agonists: human HTR5A agonism; P47898; HTR5A agonist assay, luminescence, cell-based; activation, % at 9.3 µM; actives 0.61% (n = 340,000); AID 504692; in the data active means activation mostly above about 9.5%, no sharp cut-off; inactive means mostly below about 7.6%;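 further: 0% = cells with vehicle only and 100% = reference agonist; strong numbers were not always called active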
# Target sequence (P47898 whole entry, looked up): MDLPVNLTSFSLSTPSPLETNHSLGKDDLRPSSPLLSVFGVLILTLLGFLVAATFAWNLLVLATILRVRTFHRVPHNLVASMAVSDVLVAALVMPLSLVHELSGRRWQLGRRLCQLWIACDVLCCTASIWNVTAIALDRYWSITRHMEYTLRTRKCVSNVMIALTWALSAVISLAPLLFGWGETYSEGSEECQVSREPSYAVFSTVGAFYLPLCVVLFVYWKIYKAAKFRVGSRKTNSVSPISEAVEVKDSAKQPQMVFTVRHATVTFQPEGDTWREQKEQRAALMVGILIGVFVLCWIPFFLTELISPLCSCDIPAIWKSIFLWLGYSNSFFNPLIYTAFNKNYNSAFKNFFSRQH
# phage Ecoli inh – E. coli growth loss with phage present. growth absorbance. inhibition, % at 11.9 µM. actives 0.26% (n = 360,000). AID 651602; in the data active means inhibition above about 11%
# SUMO Mot1 rescue – blocks SUMOylation pathway, rescuing yeast Mot1-301 growth; actives 1% (n = 320,000); growth rescue, % at 18.8 µM; S. cerevisiae Mot1-301 growth rescue, ATP luminescence, 38.5C; percent above DMSO median, 100 means doubled; AID 2716;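 active means every valid replicate shows activation above 250% relative to neutral control wells; inactive means the rest, any valid replicate at or below 250%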;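 further: OY570 slx delta 5 strain wells were the positive control but not used for scaling; some compounds called inactive have numbers as strong as hits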
# PfHsp90 set2 – inhibits growth of yeast expressing Plasmodium falciparum Hsp90 | S. cerevisiae expressing PfHsp90, BacTiter-Glo ATP, 48 h; yeast lacking PDR1 and PDR3 efflux regulators | inhibition, % at 9.4 µM | actives 0.32% (n = 310,000) | AID 504621;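 active means every replicate shows inhibition above about 80%, whatever the replicate mean, limit read from the data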;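 further: 0% = DMSO neutral controls and 100% = 20 µM radicicol positive controls; yeast relying on Plasmodium falciparum Hsp90 in place of its own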
# OPRM1-OPRD1 ag – agonists of human mu-delta opioid receptor heterodimerization. P35372+P41143. cells, OPRM1-OPRD1 heterodimerization, luminescence. activation, % at 9.3 µM. actives 0.3% (n = 340,000); in the data active means activation above about 18%;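 further: 0% = vehicle-treated cells and 100% = reference agonist; values of inactives mirror those of a sister screen read the other way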
# PKA-R1A activ – activators of PKA-R1A complex; PKA-R1A dissociation, Cy5-IP20 fluorescence polarization; scaled: DMSO 0%, 113 µM cGMP 100%; activation, % at 11.4 µM; actives 0.083% (n = 340,000); AID 504707;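 active means percent activation above the mean of all tested compounds plus 3 SD, cut at about 19% in these data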;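 further: higher means more PKAc released from R1A so a rise in polarization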
# AddAB inh – less growth of phage-infected E. coli with AddAB; E. coli expressing H. pylori AddAB, absorbance growth; inhibition, % at 11.9 µM; actives 0.29% (n = 330,000); in the data active means inhibition above about 12%;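 further: 0% = vehicle wells of infected cells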
# HTR5A inv ag – counter-screen for OPRM1-OPRD1 inverse agonists: human HTR5A inverse agonism; actives 0.083% (n = 340,000); P47898; inhibition, % at 9.3 µM; HTR5A cell line, luminescence; in the data active means inhibition mostly above about 23%, no sharp cut-off; inactive means mostly below about 18%;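 further: 0% = cells with DMSO and 100% = no-cell wells with DMSO; some compounds called inactive have numbers as strong as hits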
# DSG3 Ab inh – inhibitors of pemphigus antibody binding to human desmoglein-3. P32926. DSG3-coupled beads, scFv-anti-DSG3-GFP binding, flow cytometry; active compounds read low. binding (percent of control), % at 10 µM. actives 0.48% (n = 310,000). AID 588358;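 active means binding more than 3 SD below its plate's average and above zero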;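 further: hits lower antibody fragment binding to DSG3; some compounds called inactive have numbers as strong as hits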
# Active calls of the source: *; nt = no result given.
SMILES,OPRM1-OPRD1 inv,E coli growth,HTR5A ag,phage Ecoli inh,SUMO Mot1 rescue,PfHsp90 set2,OPRM1-OPRD1 ag,PKA-R1A activ,AddAB inh,HTR5A inv ag,DSG3 Ab inh
CCCSc1nc(C)cc(C)c1C(N)=O,11.9,-0.1,3.8,2.8,5.0,3.1,-2.0,2.1,2.6,-12.4,98.1
Cc1cccc(C)c1Nc1nnc(SCC(=O)Nc2ncc(C(F)(F)F)cc2Cl)s1,-23.3,-2.5,6.7,0.2,-1.1,12.3,4.4,-3.0,5.0,-16.8,116.0
CCCn1nnc(NC(=S)NC(=O)c2cccs2)n1,27.3,0.1,3.5,4.0,3.3,-11.8,-6.1,-4.7,0.7,-6.8,106.6
Cc1ccc(NC(=O)Cn2c(=O)cnc3ccccc32)cc1S(=O)(=O)N1CCCCC1,-0.2,-0.3,-0.8,1.5,nt,-9.8,0.0,4.9,1.9,1.9,nt
N#Cc1cc(-c2ccccc2)oc1NC(=O)c1ccco1,7.0,-0.2,1.7,0.0,22.6,nt,-1.2,-7.6,4.1,-4.4,nt
Cn1ccc(=NC=C(C#N)C#N)c2ccccc21,-0.5,-0.1,-5.3,4.8,-20.1,2.0,0.1,-3.9,4.9,13.8,99.4
O=C(CCNC(=O)c1ccc([N+](=O)[O-])cc1)Nc1ccc(F)cc1,1.6,-0.3,3.6,1.1,0.5,2.0,-0.4,8.0,-0.6,-12.8,86.6
CC(C)CC(NC(=O)C(NC(=O)OC(C)(C)C)C(C)C)C(N)=O (stereo not given),6.4,2.6,6.6,3.5,-7.3,2.2,-1.0,10.1,5.5,3.5,84.7
Nc1cccc(-c2cn3cccnc3n2)c1,-3.7,-0.8,-0.2,3.2,119.3,18.6,0.8,-2.9,-1.5,0.5,108.0
NC1=NC(=O)C(c2ccccc2)(c2ccccc2)S1,9.2,nt,-2.7,1.3,nt,-8.2,-1.8,-2.5,nt,10.4,93.0
Cc1c(N(C)C(=O)c2ccc3c(c2)OCO3)c(=O)n(-c2ccccc2)n1C,22.1,0.1,0.2,3.5,3.4,nt,-4.4,1.0,-2.9,-0.6,nt
O=C(Nc1ccc(OCc2ccccc2)cc1)c1cccc([N+](=O)[O-])c1,-51.4,-1.3,-1.5,4.3,20.8,2.5,9.8,-6.0,2.2,5.2,98.7
O=C(CCN1C(=O)C2C3C=CC(C3)C2C1=O)Nc1ccc2c(c1)OCO2 (stereo not given),1.2,-3.6,5.5,1.0,5.4,-8.1,-0.3,1.9,0.8,-13.1,nt
CCCCCCCCCCCC(=O)NC1CCS(=O)(=O)C1 (stereo not given),0.8,0.0,-1.4,0.9,-0.3,-15.0,-0.2,5.0,-1.4,3.6,nt
O=C(CC1C[C@H](C(=O)N2CCCCC2)[C@@]2(CCc3ccccc3)c3[nH]c4ccccc4c3CCN2C1=O)NCc1cccc(C(F)(F)F)c1 (stereo not given in full),9.5,-1.1,-2.6,0.8,71.6,-13.1,-2.0,-5.1,2.7,8.8,106.7
Cn1c(=O)c2c(-c3ccccc3)n(-c3ccccc3O)cc2n(C)c1=O,1.7,-0.7,-2.3,-0.2,-10.6,11.9,-0.3,-11.0,2.5,5.9,107.9
CCn1cnc2sc(C(=O)N(Cc3ccc(N(C)C)cc3)Cc3ccco3)c(C)c2c1=O,6.7,0.0,-1.0,1.1,-10.9,10.3,-1.2,-4.5,-0.2,-27.9,98.0
O=c1cc(-c2cccc(F)c2)[nH]c2ccccc12,15.2,1.9,-3.0,4.6,4.0,5.6,-2.8,-4.4,0.6,-24.7,102.6
CCCOc1ccc(-c2nnn(CC(=O)c3c[nH]c4ccccc34)n2)cc1,-28.4,-5.0,1.2,-0.7,-7.1,-14.3,5.0,-2.8,-0.4,-5.8,106.1
COc1ccc2oc(C)c(C(=O)c3ccc([N+](=O)[O-])cc3)c2c1,-48.7,-0.3,-3.2,4.5,-22.2,-39.7,7.8,3.0,2.6,-4.8,92.1
O=S(=O)(Nc1c(O)ccc2ccccc12)c1ccccc1,-14.7,-2.3,-2.1,2.2,-14.5,5.1,2.9,1.0,-2.6,-16.4,99.7
CCN(CC(=O)NCc1cccs1)C(=O)Cc1ccc(Cl)c(Cl)c1,9.7,0.4,0.5,2.5,-3.7,nt,-1.9,-10.7,0.7,-1.9,93.9
COc1ccc(C(C)=O)cc1COC(=O)C(CO)NS(=O)(=O)c1ccc(Br)cc1 (stereo not given),12.6,0.5,-4.1,0.3,3.1,nt,-2.7,6.1,-0.6,10.2,116.6
CC1CCCC(C)N1C(=O)COC(=O)CCC(=O)c1ccc(F)cc1 (stereo not given),6.8,-0.7,-2.7,0.3,-0.6,7.1,-1.8,6.3,1.0,-6.3,nt
CC(=O)N1CCC2(CC1)CC(=O)c1cc(OCC(=O)NCc3ccc(C)cc3)ccc1O2,10.3,2.1,6.0,3.4,-6.1,nt,-2.0,-2.9,-1.0,-21.6,96.8
O=C(CN1CCOCC1)Nc1ccc2c(c1)OC(F)(F)O2,6.4,-0.3,-5.3,3.2,-14.1,-9.2,-1.1,-1.1,4.6,14.6,97.3
O=C(c1ccco1)N1CCN(C(c2ccccc2Cl)c2nnnn2Cc2ccco2)CC1 (stereo not given),9.7,-1.9,-1.4,1.0,-6.6,2.4,-1.6,3.8,1.5,-26.7,104.5
CCOC(=O)NC(=O)/C(N=Nc1cc(C)cc(C)c1)=C(\C)O,11.6,1.1,-11.1,2.5,-7.1,2.2,-2.4,3.6,-1.6,-8.8,103.6
Cn1c(-c2ccc(F)cc2)cnc1NCc1ccccc1F,37.7*,-2.5,-0.2,0.0,-19.9,-20.2,-7.4,-3.8,4.7,-17.6,110.5
CCN(CC)C(C)C(=O)Nc1c2c(cc3c1CCC3)CCC2 (stereo not given),11.6,1.0,1.1,-1.0,-15.7,14.0,-2.3,-9.9,1.6,8.2,90.2
CC1=C(C(=O)NC(C)c2ccc3c(c2)OCCO3)C2(CCC(C)CC2)OC1=O (stereo not given),12.2,-1.6,-1.2,-1.2,-1.0,11.2,-2.4,-10.3,3.1,3.3,107.4
FC(F)(F)c1cc(CCN2C(=S)NC[C@@H]2c2ccccc2)cc(C(F)(F)F)c1,-20.4,-2.4,0.5,2.3,9.1,-36.8,3.6,-17.9,-1.1,-12.6,nt
S=C(Nc1ccccc1Cl)Nc1ccc(Cl)cc1Cl,13.1,1.4,-0.8,3.3,-4.4,0.7,-2.3,-8.9,0.6,11.2,104.9
CSCCC(NC(=O)COc1ccccc1)C(=O)NCC1COc2ccccc2O1 (stereo not given),1.6,1.1,5.4,0.9,3.8,-16.8,-0.3,-12.2,1.1,3.2,102.3
COc1ccc(C2C(C#N)=C(N)N(c3cccnc3)C3=C2C(=O)CC(C)(C)C3)cc1OC (stereo not given),12.0,2.1,1.0,2.0,-6.4,-1.3,-2.2,-8.2,1.5,-4.6,125.1
Cn1cc(S(=O)(=O)Nc2ccc3c(c2)OCCO3)cn1,11.0,-0.4,-0.9,2.0,-18.6,25.4,-1.9,9.5,2.4,2.2,101.0
CC(C)Cc1nnc(NC(=O)CSc2ccccn2)s1,-3.6,-0.1,-0.7,0.2,-1.4,-5.8,0.6,-3.0,3.0,25.3,108.2
Cc1ccc(N(CC(=O)NC2CCCCC2)S(=O)(=O)c2c(C)nn(C)c2C)cc1,17.6,-1.4,-1.9,-3.1,16.0,19.6,-3.4,-8.5,2.0,5.0,106.7
CN(C)S(=O)(=O)c1ccc(NC(=O)C2CC3C=CC2C3)cc1 (stereo not given),7.7,3.3,-6.7,4.8,-13.7,17.9,-1.3,-7.5,3.9,18.0,107.1
Cc1cc(C)cc(N(CC(=O)NCc2ccc(F)cc2)C(=O)c2snc(C(N)=O)c2N)c1,-16.4,-1.1,-0.4,0.5,-25.5,-10.1,2.2,-8.1,-0.8,1.0,nt
O=C(c1cccc(F)c1)N1CCCC(C(=O)N2CCN(c3ccccc3)CC2)C1 (stereo not given),7.2,0.9,-0.2,2.2,249.4,3.0,-1.4,-7.4,2.8,-2.9,112.8
Cc1onc(-c2ccccc2)c1-c1csc(COc2ccccc2)n1,-14.0,-0.1,-3.3,5.2,19.1,0.6,2.7,-5.2,0.8,-27.9,107.6
Cc1ccc2c(c1)NC(=O)C(CC(=O)O)O2 (stereo not given),17.8,-1.4,2.3,2.7,3.2,nt,-3.5,-1.6,5.8,-6.5,109.8
Cc1noc(C)c1COc1cccc(C(=O)Nc2ccccc2N2CCOCC2)c1,-6.0,-0.4,-3.2,5.7,-18.0,-12.5,0.9,-10.3,-0.5,8.0,92.5
COc1ccc(C=C2SC(=S)NC2=O)c(OC)c1OC,15.6,nt,1.3,1.4,nt,12.7,-3.6,-7.5,nt,-5.1,106.2
Nc1nc(-c2ccc(Cl)cc2)nn1C(=O)c1cccnc1,1.0,3.9,3.6,3.5,8.6,10.2,-0.2,0.0,0.8,11.4,103.2
COc1ccc(C(=O)OCC(=O)c2ccc(C3CCCCC3)cc2)cc1,1.5,2.5,1.4,2.7,12.1,-1.3,-0.3,4.3,-0.9,2.2,nt
C=CCn1c(SCC(=O)NCCOC)nnc1-c1cc2c(s1)CCC(CC)C2 (stereo not given),4.2,2.5,-0.7,2.7,9.3,10.4,-0.8,-6.8,1.9,-21.0,109.5

# Only OPRM1-OPRD1 ag, E coli growth and HTR5A inv ag, for 2 of the compounds above:
canonical_smiles	OPRM1-OPRD1 ag	E coli growth	HTR5A inv ag
Cc1noc(C)c1COc1cccc(C(=O)Nc2ccccc2N2CCOCC2)c1	0.9	-0.4	8.0
COc1ccc(C=C2SC(=S)NC2=O)c(OC)c1OC	-3.6	nt	-5.1

# Further results follow:
SMILES,OPRM1-OPRD1 inv,E coli growth,HTR5A ag,phage Ecoli inh,SUMO Mot1 rescue,PfHsp90 set2,OPRM1-OPRD1 ag,PKA-R1A activ,AddAB inh,HTR5A inv ag,DSG3 Ab inh
O=C1C2C3CCCC3=C3CCCC3C2C(=O)N1c1ccccc1 (stereo not given),16.6,0.8,-3.5,1.0,-10.1,7.2,-3.4,-2.0,1.7,8.4,104.6
O=S(=O)(Nc1cccc2c1CCCC2)c1cccc(C(F)(F)F)c1,-38.9,-2.2,-1.7,3.6,-19.4,11.9,8.3,6.0,-1.6,2.1,111.2
Cc1ccnc(N2CCN(c3cc(C)c(C#N)c4nc5ccccc5n34)CC2)c1,12.6,1.3,-1.2,3.2,4.2,1.6,-2.4,-2.0,0.0,9.3,96.7
CN(C)c1ccc(C(C(=O)NC2CCCC2)N(C(=O)c2csnn2)C2CC2)cc1 (stereo not given),10.1,-1.0,1.6,1.4,-12.1,-0.7,-1.4,-5.2,2.5,-10.7,nt
COc1ccc(CN2CCNC(=O)C2CC(=O)N(C)Cc2nonc2C)c(F)c1 (stereo not given),10.2,1.6,2.6,0.6,0.4,17.7,-1.9,-9.4,0.6,21.3,nt
COc1ccc(/C=C/C(=O)Oc2ccc(/C=N/NC(=O)c3ccncc3)cc2)cc1,1.6,0.4,7.1,0.7,16.4,-15.5,-0.3,-0.3,1.8,-20.1,nt
CC(C)CN(CC(C)C)c1ccc(/C=N/n2cnnc2)cc1[N+](=O)[O-],-50.2,-0.8,3.2,1.4,-6.5,-1.8,6.9,-15.9,2.3,-8.4,100.7

# Assay outcomes: PubChem BioAssay, several laboratories
